# Screening data as filed in PubChem.
# GlmU inhibition: inhibition of mycobacterial GlmU enzyme – biochemical, glucosamine-1-phosphate acetyltransferase (AID 1376); M. tuberculosis GlmU acetyltransferase enzyme assay; higher % means a stronger effect; inhibition, %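 (tested at 30 µM in the primary screen)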; hits with a dose series show IC50 in µM; hit rate 0.25% among 220,000; in the data active means inhibition above about 13%; inconclusive means no clear call, values can overlap the other calls;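 further: 0% = complete reaction with vehicle and 100% = reaction without substrate; strong numbers were not always called active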
# RmlCD inh 1536: M. tuberculosis RmlC/RmlD inhibition. P9WH09+P9WH11. RmlC+RmlD coupled enzyme assay, percent inhibition; primary screen in compound mixtures. inhibition, % at 3.6 µM. hit rate 0.03% among 160,000; in the data active means inhibition mostly above about 34%, no sharp cut-off; inconclusive means no clear call, values can overlap the other calls; inactive means mostly below about 22%; further: some results filed as inactive read as strong as hits
# Target sequence (P9WH09 whole entry, looked up): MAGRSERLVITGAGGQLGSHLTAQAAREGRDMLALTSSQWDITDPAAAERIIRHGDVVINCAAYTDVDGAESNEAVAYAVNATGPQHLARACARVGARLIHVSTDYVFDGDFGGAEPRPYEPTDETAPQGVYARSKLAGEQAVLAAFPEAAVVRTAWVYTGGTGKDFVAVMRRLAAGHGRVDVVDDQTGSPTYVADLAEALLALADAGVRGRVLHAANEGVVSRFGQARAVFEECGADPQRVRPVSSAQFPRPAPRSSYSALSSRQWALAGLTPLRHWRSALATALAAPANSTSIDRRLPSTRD
# Target sequence (P9WH11 whole entry, looked up): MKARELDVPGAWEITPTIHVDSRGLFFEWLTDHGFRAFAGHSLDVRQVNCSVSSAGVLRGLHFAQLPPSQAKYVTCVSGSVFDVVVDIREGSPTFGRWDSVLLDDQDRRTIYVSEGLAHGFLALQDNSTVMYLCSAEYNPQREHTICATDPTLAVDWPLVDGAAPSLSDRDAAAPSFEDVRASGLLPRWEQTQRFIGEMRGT
# * marks the source's active call; other numbers are inactive results; ? = inconclusive; · = no result given. This is a subset; the hit share may differ from the screen's.
SMILES,GlmU inhibition,RmlCD inh 1536
CCN(CC)CCN1C(=O)C(=O)/C(=C(/O)c2c(C)[nH]c(C(=O)OC)c2C)C1c1cccc(OC)c1 (stereo not drawn),1.8%,·
C=CCn1c(C)csc1=Nc1ccc(C(=O)O)cc1,-1.6%,0.9
CCS(=O)(=O)N1Cc2ccccc2CC1C(=O)NCC12CC3CC(CC(C3)C1)C2 (stereo not drawn),-2.0%,·
CCCCNC(=O)Nc1nc2ccc(CC)cc2s1,4.1%,-10.4
COc1ccc(NC(=O)c2ccc(=O)[nH]c2)cc1S(=O)(=O)N1CCCCC1,2.5%,3.1
COC(=O)c1ccccc1NC(NC(=O)c1ccco1)C(=O)c1ccc(C)cc1 (stereo not drawn),12.0%,-2.7
CCC(=O)c1ccc(OCC(O)Cn2cnc3ccccc32)cc1 (stereo not drawn),-0.6%,·
COC(=O)C1C(c2ccc(OC)cc2)Nc2nnc(C(F)(F)F)n2C1(C)O (stereo not drawn),-2.5%,11.7
CC(=O)NC(C)c1nc2ccccc2n1C(C)C (stereo not drawn),-1.0%,·
CCOC(=O)C1=C(O)c2ccccc2C(=O)/C1=C\c1ccc(CC)cc1,1.6%,·
CC(=O)c1cccc(N(C(=O)c2ccco2)C(C(=O)NC2CCCC2)c2ccncc2)c1 (stereo not drawn),-2.1%,6.8
COC(=O)c1cc(Sc2cccc(Cl)c2Cl)ccn1,3.9%,5.0
CC(C(=O)N1CCC2(CC1)OCCO2)C1Sc2ccccc2NC1=O (stereo not drawn),1.7%,-5.8
O=C(Nc1ccc(S(=O)(=O)Nc2nccs2)cc1)c1cc(-c2ccccc2)nc2ccccc12,0.8%,3.8
CCC1(C)Cc2nc3[nH]c(=S)n(-c4ccccc4)c(=O)c3cc2CO1 (stereo not drawn),-1.8%,-3.7
COc1ccc(NC(=S)NCCNC(C)=O)cc1,-2.8%,·
COc1ccc(C(=O)CN2CCN(S(=O)(=O)c3cccc([N+](=O)[O-])c3)CC2)cc1OC,2.7%,-12.6
Cc1cccc(C(=O)Nc2ccc(CC(=O)O)cc2)c1,-3.9%,12.9
O=C(NC(C(=O)N/N=C/c1c2ccccc2cc2ccccc12)c1n[nH]c(=O)c2ccccc12)c1ccccc1 (stereo not drawn),·,5.2
CN(C)/C=C/C(=C\C(=O)C(F)(F)F)Nc1ccc(C(F)(F)F)cc1,0.1%,-15.6
O=C1CC(c2ccco2)CC(O)=C1C=Nc1cc(Cl)ccc1Cl (stereo not drawn),5.1%,-8.9
Cc1ccc(C(=O)Nc2ncnc3sc4c(c23)CCCCC4)cc1,3.8%,-0.1
COc1ccc2[nH]cc(CCNC(=O)c3ccc([N+](=O)[O-])cc3)c2c1,5.0%,8.0
CCOC(=O)c1c(NC(=O)C2CCCO2)sc(C)c1C (stereo not drawn),1.1%,·
CC(C)Oc1ccc(C(CC(=O)NCc2ccco2)c2ccccc2)cc1 (stereo not drawn),-2.7%,3.2
CC(C)(C)n1nnnc1CN1C2CCC1CC(NC(=O)Nc1ccccc1)C2 (stereo not drawn),-2.6%,5.6
COc1ccc(OC)c(NS(=O)(=O)c2ccc(SC)cc2)c1,-0.9%,·
N#Cc1ccc(NC(=O)COC(=O)CCc2ccc(S(=O)(=O)N3CCCCC3)cc2)cc1,3.8%,-13.2
CCOC(=O)c1[nH]c(=O)[nH]c1CSc1nc(C)cc(C)n1,-2.5%,·
O=c1oc2ccccc2c(Nc2ccc(O)cc2)c1[N+](=O)[O-],13.3%*,·
Cc1ccc(S(=O)(=O)N/N=C\c2ccc(Cl)c([N+](=O)[O-])c2)cc1,2.8%,·
COC(=O)c1c(C)[nH]c(C)c1-c1ccccc1Cl,-5.4%,-9.3
CCCCc1ccc(Nc2nc(CCC)cc(=O)[nH]2)cc1,0.8%,-6.2
COc1cc(C2=CCN(C(C)=O)CC2)ccc1OC(C)=O,3.1%,·
COCCNCC1C(Oc2ccc(Cl)cc2)C(=O)N1c1ccccc1C (stereo not drawn),2.4%,-11.9
CCCCCCCCCCCC(=O)N/N=C/c1ccco1,2.2%,·
COc1cc2c(cc1OC)C(C(=O)O)C(c1cc(Br)c(O)c(OC)c1)N(C)C2=O (stereo not drawn),3.9%,1.4
COc1ccc(-c2nc(CSCC(=O)N3CCN(c4cccc(C)c4)C(C)C3)c(C)o2)cc1OC (stereo not drawn),·,-7.7
CCc1ccc(C2C3=C(CC(C)(C)CC3=O)Nc3c2c(=O)[nH]c2nc(C)nn32)cc1 (stereo not drawn),-1.1%,38.4
CCc1c(C)c2ccc(OCC(N)=O)cc2oc1=O,3.5%,12.7
NC(=O)c1cc2cc([N+](=O)[O-])ccc2oc1=O,-5.0%,-10.8
CCN(Cc1cc2cc(C)ccc2[nH]c1=O)C(=O)c1cccc([N+](=O)[O-])c1,1.9%,·
CCC(C)C(NC(=O)OCc1ccccc1)C(=O)NC(Cc1ccc(O)cc1)C(=O)OC (stereo not drawn),-2.6%,0.6
Cc1ccc(S(=O)(=O)N(CCO)Cc2cc3ccc(C)c(C)c3[nH]c2=O)cc1,0.1%,-2.8
Cn1nc(C(F)(F)F)c(-c2ccccc2)c1NC(=O)CSCC(=O)O,0.4%,-4.7
O=C(COc1cccnc1[N+](=O)[O-])Nc1cccc(S(=O)(=O)N2CCCCC2)c1,-1.0%,7.6
COc1ccc(Oc2coc3cc(OC(=O)c4cccs4)ccc3c2=O)cc1,-0.3%,-3.8
O=C(CN1CCN(C2CCCCC2)CC1)Nc1ccccc1-c1ccccc1,·,-8.9
COc1ccc2nc(SCC(=O)C(C)(C)C)[nH]c2c1,11.6%,7.5
Cc1ccnc(SCC(=O)Nc2c(C)n(C)n(-c3ccccc3)c2=O)n1,-5.3%,7.0

# Continued:
SMILES,GlmU inhibition,RmlCD inh 1536
CCN1CCN(c2ccc([N+](=O)[O-])c(Sc3nc4ccccc4[nH]3)c2)CC1,-5.2%,7.2
CCOC(=O)c1[nH]c2ccc(OC)cc2c1NC(=O)c1cccc(OC)c1,2.5%,·
O=C(CSc1n[nH]c(=O)[nH]c1=O)Nc1cccc(S(=O)(=O)N2CCOCC2)c1,-4.9%,-11.3
COC(=O)CCc1c(C)[nH]c(C(=O)OCc2ccccc2)c1C,-2.6%,·
COc1ccc(/C=N/NC(=O)CSc2nnc(CCCc3ccc(OC)c(C)c3)o2)cc1,0.7%,7.7
COc1ccc(-c2nc(=S)n3ccsc3n2)cc1OC,-8.7%,·
c1ccc(-c2nc(-c3ccco3)n3ccccc23)cc1,5.4%,4.8
Cc1ccc(C)c(N2CCN(c3ccc(N4C(=O)COCC4=O)cc3[N+](=O)[O-])CC2)c1,1.5%,-7.7
OC(COc1c(F)cc(Br)cc1F)CN1CCN(c2ccc(F)cc2)CC1 (stereo not drawn),·,6.5
CCOc1ccc(CCNC(=O)C(CCC(N)=O)NC(=O)OCc2ccccc2)cc1OCC (stereo not drawn),-3.5%,-8.1
COc1ccc(NC(=O)C2CCCN(S(=O)(=O)c3ccc4c(c3)oc(=O)n4C)C2)cc1OC (stereo not drawn),1.6%,-28.2
CCN(CC)CC#Cc1ccc(C)cc1,-1.2%,-9.5
O=C(Nc1ccc(F)cc1)N1CCN(c2ccc(F)cc2)CC1,8.2%,·
COc1ccccc1CNC(=O)COC(=O)Cc1cccs1,0.2%,2.2
CCN(CC)S(=O)(=O)c1cc(NC(=O)COC(=O)CCc2nc3ccccc3s2)ccc1C,1.6%,11.5
C/C(=N\NC(=O)Cc1ccc(F)cc1)c1ccc(O)cc1,-1.2%,2.0
COc1cccc(/C=C/C(=O)OCC(=O)NCCc2ccccc2)c1,0.1%,-9.8
O=C(CCc1nc2ccccc2s1)Nc1cccnc1,4.0%,-3.5
Cc1cccc(N2CCN(C(=S)c3ccc([N+](=O)[O-])cc3)CC2)c1,9.0%,-13.1
c1csc(-c2cnc3ccccc3n2)c1,2.7%,-8.8
O=c1c2cc(Br)ccc2[nH]c(=S)n1-c1ccccc1,-6.1%,1.8
Cn1c(SCC(=O)c2ccccc2)nnc1-c1cccnc1,4.0%,14.7
Clc1ccc(OCCSc2nnnn2C2CCCCC2)cc1,-0.3%,-15.2
Cc1cc(C)c(C(=O)CSc2nnc(-c3cccnc3)n2C)c(C)c1,0.9%,·
CCOC(=O)C1=C(C)N=c2s/c(=C\c3ccncc3)c(=O)n2C1c1ccc2c(c1)OCO2 (stereo not drawn),-4.9%,8.8
CCOc1ccccc1C(=O)NC(C(=O)Nc1cccnc1)C(C)C (stereo not drawn),-0.3%,2.2
Cc1nnc(NC(=O)CSc2nc3[nH]ncc3c(=O)[nH]2)s1,5.1%,-13.1
Cn1cc(C(=O)Nc2ccc(Cl)cc2)c(C(F)(F)F)n1,-0.2%,·
COc1ccc(OCCOCCN2CCOCC2)cc1,1.8%,11.0
Nc1nonc1C(=O)NCCN=Cc1ccccc1O,2.4%,·
c1cncc(-c2nnc3n2C2(CCCCC2)Cc2ccccc2-3)c1,4.2%,23.1
c1ncn(C23CC4CC(CC(C4)C2)C3)n1,0.7%,·
O=C(CN1CCOCC1)Nc1ccc(C2CCCCC2)cc1,2.5%,-9.0
CCOC(=O)C1CCN(C(=O)c2ccc3snnc3c2)CC1,-4.5%,4.2
COc1cccc(N(C(=O)Cn2nnc(-c3ccc(C)cc3)n2)C(C(=O)NC(C)(C)C)c2c[nH]c3ccccc23)c1 (stereo not drawn),-4.7%,·
c1ccc(-c2n[nH]c3c2CCC3)cc1,2.8%,-6.3
CC(C)CN(C(=O)COC(=O)c1ccc2ccccc2n1)C1CCS(=O)(=O)C1 (stereo not drawn),1.9%,-1.3
O=S(=O)(NCCNc1nccc(C(F)(F)F)n1)c1ccccc1,-2.5%,8.8
CCc1nnc(NC(=O)CSc2nc3cc(OC)ccc3cc2C)s1,2.7%,7.4
O=C(N/N=C/c1ccccn1)c1ccc2nc[nH]c2c1,2.1%,25.4
CCOC(=O)CNC(=O)CSc1nnc(NC(=O)c2ccc(C)cc2)s1,-4.0%,0.9
COC(=O)C(NC(=O)c1ccco1)(Nc1cc(C)ccn1)C(F)(F)F (stereo not drawn),-1.0%,·
COc1cc(/C=N/n2c(-c3cc(C)[nH]n3)n[nH]c2=S)ccc1O,3.4%,-14.5
Cc1cc(C)c(S(=O)(=O)NCc2cn3c(C)csc3n2)c(C)c1,-0.7%,2.4
CCOC(=O)c1cc(-c2ccccc2)sc1NC(=O)C(C)N1C(=O)c2ccccc2C1=O (stereo not drawn),3.3%,0.6
CS(=O)(=O)Nc1ccccc1C(=O)N1CCOCC1,0.1%,·
NC(=O)c1ccccc1NS(=O)(=O)Cc1ccccc1,4.0%,?
O=C(COC(=O)C12CC3CC(CC(O)(C3)C1)C2)NC(=O)NCc1ccco1,4.5%,·
Cc1c(S(=O)(=O)NCCc2ccccc2)c(=O)n(C)c(=O)n1C,3.0%,9.8
COc1ccc(Nc2ncc(C(=O)N3CCC(C(N)=O)CC3)c3ccccc23)cc1,-4.6%,·

# Continuation:
SMILES,GlmU inhibition,RmlCD inh 1536
COc1ccc(C(=O)O/N=C(\C)c2nccs2)cc1,-0.5%,·
Cn1cccc1CC(=O)NNC(=S)Nc1ccc(F)cc1,0.6%,-10.4
O=C(N/N=C/c1cccc(O)c1)c1cc(-c2ccc3c(c2)OCO3)n[nH]1,6.9%,9.6
O=C(O)CCn1c(O)c(C=C2N=c3ccccc3=N2)sc1=S,2.5%,3.6
CCOC(=O)CNC(=S)SC,-1.5%,7.4
O=C(c1ccc(COc2c(F)c(F)cc(F)c2F)o1)N1CCN(c2ccccc2)CC1,-6.2%,·
COc1cc(C)c(Br)cc1S(=O)(=O)NCCN1CCOCC1,3.4%,-13.8
O=C1CC(c2ccccc2Cl)C2=C(COC2=O)N1 (stereo not drawn),8.6%,11.8
COc1cccc(CC2(CO)CCCN(Cc3cn[nH]c3-c3ccccc3)C2)c1 (stereo not drawn),-1.6%,·
CN(c1nc(-c2ccc(Br)cc2)cs1)C1CCS(=O)(=O)C1 (stereo not drawn),1.2%,4.9
Cn1ccnc1SCC(=O)Nc1cccc2ccccc12,9.5%,-7.9
